ABHD5 PLIN5 PPI: ABHD5-PLIN5 interaction inhibitors, primary screen, cell lysate, split luciferase complementation, luminescence; Perilipin-5 (Homo sapiens) + 1-acylglycerol-3-phosphate O-acyltransferase ABHD5 (Homo …; Split G. princeps luciferase complementation, 4 h; inhibition, % at 4 µM; 0.78% of 360,000 active; AID 602281, 2012;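 active = inhibition above the mean inhibition across every tested compound plus 3 SD, cut at about 22% in these data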;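 also: 0% = DMSO only wells and the 100% control is not disclosed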
MC4R barr agon: MC4R agonists recruiting beta-arrestin, primary screen, cell-based, luminescence, agonist arm of biased-ligand search. Melanocortin receptor 4 (Homo sapiens), P32245. U2OS MC4R beta-arrestin complementation; percent of melanotan II response, DMSO zero. activation, % at 8.9 µM. 0.98% of 360,000 active. AID 540308, 2011;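 active = activation above a per-plate cutoff, the mean activation of sample wells on that plate plus 3 SD, cut at about 8% in these data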
TLR9-MyD88 inh: inhibitors of TLR9-MyD88 association in cells, primary screen, cell-based, CHO, BLA complementation, fluorescence | Toll-like receptor 9 (Homo sapiens) + Myeloid differentiation primary response protein … | CCF4 FRET ratio | inhibition, % at 4.98 µM | 0.21% of 340,000 active | AID 504734, 2011;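 active = inhibition above the mean over all tested compounds plus 3 SD, cut at about 21% in these data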;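 also: 0% = DMSO only wells and 100% = clavulanate BLA inhibitor control wells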
SRC1 inh: SRC1 coactivator transcriptional activity inhibitors, primary screen, cell-based, luminescence. HEK293 GAL4-SRC1 luciferase reporter. 0.12% of 360,000 active. inhibition, % at 3.6 µM. AID 588354, 2011. Nuclear receptor coactivator 1 (Homo sapiens), Q15788;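 active = inhibition above the campaign mean plus 3 SD, with each screening campaign given its own cutoff, cut at about 60% in these data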;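 also: 0% = DMSO treated cells and 100% = gossypol at 36 µM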
NR2F2 inh: NR2F2 transcriptional activity inhibitors, primary screen, cell-based, luciferase reporter, HEK293T, luminescence; AID 686940, 2013; COUP transcription factor 2 (Homo sapiens), P24468; 0.7% of 370,000 active; HEK293T NGFI-A luciferase reporter; inhibition, % at 8.6 µM;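 active = inhibition above a per-plate cutoff, mean inhibition of test wells between control levels plus 3 SD, cut at about 38% in these data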;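 also: cells cotransfected with COUP-TFII expression vector driving the NGFI-A reporter; 0% = median of COUP-TF2 test wells and 100% = reporter-only cells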
NOD2 RIPK2 PPI: NOD2-RIPK2 binding disruptors in cells, primary screen, fluorescence, CHO cells, BLA complementation; Receptor-interacting serine/threonine-protein kinase 2 (Homo sapiens), O43353; CCF4 ratio; 0.38% of 360,000 active; AID 624267, 2012; inhibition, % at 4.98 µM; in the data active = inhibition above about 21%;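 also: 0% = vehicle only and 100% = reference blocker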
MC4R antagonist: MC4R antagonists of cAMP signaling, primary screen, cell-based, TR-FRET, antagonist arm of biased-ligand search; Melanocortin receptor 4 (Homo sapiens), P32245; MC4R-expressing cells, MTII-stimulated cAMP, LANCE TR-FRET; inhibition, % at 6.5 µM; 0.48% of 360,000 active;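 active = inhibition above its plate's cutoff, the mean of tested wells on that plate plus 3 SD, cut at about 29% in these data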;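 also: 0% = Melanotan II alone and 100% = Melanotan II plus saturating MCL0020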
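System: U2OS cells stably expressing human melanocortin 4 receptor (MC4R). Reagent: Melanotan II challenge after compound preincubation. Doses: 6.5 µM. Times: 30-min compound, 1-h challenge, 1-h detection, room temperature. Measured by: TR-FRET with Eu-cAMP and labeled anti-cAMP, 671 nm. Replicates: singlicate.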
NCOA3 inh: SRC3 coactivator transcriptional activity inhibitors, primary screen, cell-based, luminescence; Nuclear receptor coactivator 3 (Homo sapiens), Q9Y6Q9; HEK293 GAL4-SRC3 luciferase reporter; inhibition, % at 3.6 µM; 0.17% of 360,000 active;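 active = inhibition above a per-campaign cutoff, the mean of all compounds plus 3 SD, cut at about 60% in these data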;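 also: 0% = DMSO-treated cells and 100% = gossypol-treated cells at 36 µM; higher means less SRC3-driven luciferase light from the GAL4 reporter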
Target sequence (Q9Y6Q9 whole entry, looked up, the tested form may be a part): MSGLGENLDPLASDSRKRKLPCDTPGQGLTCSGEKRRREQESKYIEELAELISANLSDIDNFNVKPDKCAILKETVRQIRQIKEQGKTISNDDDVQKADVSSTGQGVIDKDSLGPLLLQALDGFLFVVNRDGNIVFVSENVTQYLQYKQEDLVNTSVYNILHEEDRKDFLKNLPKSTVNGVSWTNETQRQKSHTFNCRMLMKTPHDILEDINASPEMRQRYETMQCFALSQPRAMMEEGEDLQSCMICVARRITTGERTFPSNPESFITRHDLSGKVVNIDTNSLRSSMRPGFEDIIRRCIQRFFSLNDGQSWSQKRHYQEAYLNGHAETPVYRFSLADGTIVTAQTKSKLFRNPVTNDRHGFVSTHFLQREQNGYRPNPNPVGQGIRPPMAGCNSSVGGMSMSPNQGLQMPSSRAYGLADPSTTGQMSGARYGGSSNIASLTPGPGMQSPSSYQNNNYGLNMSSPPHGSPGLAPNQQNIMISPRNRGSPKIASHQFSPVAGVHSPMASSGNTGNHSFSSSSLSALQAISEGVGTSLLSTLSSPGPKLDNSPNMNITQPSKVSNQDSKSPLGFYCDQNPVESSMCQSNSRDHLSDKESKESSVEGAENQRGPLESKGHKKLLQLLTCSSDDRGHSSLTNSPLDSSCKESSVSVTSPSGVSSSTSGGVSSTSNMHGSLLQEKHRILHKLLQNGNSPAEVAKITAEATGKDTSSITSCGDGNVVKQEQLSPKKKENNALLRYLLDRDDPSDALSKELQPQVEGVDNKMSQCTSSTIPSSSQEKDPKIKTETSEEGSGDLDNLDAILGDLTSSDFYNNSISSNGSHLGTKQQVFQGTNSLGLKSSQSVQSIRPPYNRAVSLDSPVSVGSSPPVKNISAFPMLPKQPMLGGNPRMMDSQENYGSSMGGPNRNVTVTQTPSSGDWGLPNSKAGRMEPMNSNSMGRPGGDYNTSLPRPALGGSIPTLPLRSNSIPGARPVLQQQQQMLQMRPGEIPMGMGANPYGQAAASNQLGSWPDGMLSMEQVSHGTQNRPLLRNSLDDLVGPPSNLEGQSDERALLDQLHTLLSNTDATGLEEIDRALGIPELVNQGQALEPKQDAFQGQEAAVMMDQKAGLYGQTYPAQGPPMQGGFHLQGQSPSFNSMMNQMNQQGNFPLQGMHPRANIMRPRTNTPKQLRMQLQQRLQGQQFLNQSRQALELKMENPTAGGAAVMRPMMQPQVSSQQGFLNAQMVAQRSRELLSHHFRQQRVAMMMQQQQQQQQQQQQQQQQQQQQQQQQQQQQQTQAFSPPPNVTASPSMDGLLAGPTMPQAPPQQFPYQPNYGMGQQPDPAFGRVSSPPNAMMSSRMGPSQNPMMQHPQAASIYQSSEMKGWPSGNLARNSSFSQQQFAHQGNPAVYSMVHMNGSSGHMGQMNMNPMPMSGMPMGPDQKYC
LMP1 NFkB inh: EBV LMP1-driven NF-kappaB luciferase reporter inhibitors, primary screen, cell-based, luminescence, single point; LMP1-induced NF-kappaB luciferase reporter cells; inhibition, % at 12.5 µM; 0.69% of 350,000 active; AID 504558, 2011; in the data active = inhibition above about 41%;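 also: 0% = neutral control wells and 100% = reference inhibitor control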
SRC2 inh: inhibition of GAL4-SRC2 driven luciferase reporter, primary screen, SRC2 inhibitor project, cell-based, luminescence. inhibition, % at 9 µM. HEK293 GAL4-SRC2 luciferase reporter. 0.17% of 370,000 active. Nuclear receptor coactivator 2 (Homo sapiens), Q15596;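 active = inhibition above the mean inhibition of all tested compounds plus 3 SD, set per campaign, cut at about 52% in these data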;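 also: 0% = DMSO treated cells and 100% = cells given Gossypol at 36 µM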
LRH-1 inv ag: LRH-1 (NR5A2) inverse agonists, primary screen, cell-based, luminescence, HEK293T, StAR-luciferase reporter. Nuclear receptor subfamily 5 group A member 2 (Homo sapiens), O00482. LRH-1 transfected, 24 h. inhibition, % at 3.6 µM. 0.13% of 360,000 active. AID 602396, 2012;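 active = inhibition above the mean inhibition of all tested compounds plus 3 SD, cut at about 73% in these data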;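 also: 0% = DMSO wells and 100% = reporter-only cells lacking LRH-1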
Active calls of the source: *; nt = no result given. The list is partial; the hit share may differ from the screen's.

SMILES | ABHD5 PLIN5 PPI | MC4R barr agon | TLR9-MyD88 inh | SRC1 inh | NR2F2 inh | NOD2 RIPK2 PPI | MC4R antagonist | NCOA3 inh | LMP1 NFkB inh | SRC2 inh | LRH-1 inv ag
CCSc1nnc(-c2ccccc2NC(C)=O)c(=O)[nH]1 | -3 | -2.6 | -9 | -2 | 2 | 2 | 5 | -30 | -1 | 5 | 13
O=C(O)c1ccccc1Nc1ccccc1 | 6 | -1.9 | 0 | -22 | 20 | -6 | 0 | -3 | -2 | -11 | 0
CCCN(CCC)Cc1cc(=O)oc2cc(OC)c(Cl)cc12 | 0 | nt | nt | -1 | -5 | -12 | nt | -7 | nt | -3 | -24
O=C(Nc1ccncc1)c1ccc2c(c1)OCCO2 | -1 | -0.6 | 2 | -18 | -15 | -6 | -4 | -21 | 0 | -30 | -34
COc1ccc(-c2c(-c3ccccc3OC)sc3ccccc23)cc1 | -26 | 2.5 | -5 | -2 | -10 | 7 | 21 | -6 | -3 | 3 | 0
C[C@@H]1CN([C@H](C)CO)C(=O)c2cc(Br)cnc2O[C@@H]1CN(C)C(=O)c1ccccc1 | 1 | -1.0 | -6 | -1 | 4 | 2 | 1 | 15 | -3 | -21 | 9
Cc1cccnc1NC(=O)C1CC(=O)N(c2ccc3c(c2)OCCO3)C1 (stereo unspecified) | 5 | 0.0 | 12 | -5 | 19 | -4 | 3 | 13 | 0 | -9 | -4
Cc1ccc(N2C(=O)CS(=O)(=O)CC2=O)cc1 | 7 | -1.1 | nt | 5 | -1 | -5 | 3 | -6 | -4 | 1 | 12
COc1ccc(OCC(=O)Nc2ccc(C(=O)Nc3ccccc3C(=O)O)cc2)cc1 | 0 | -1.9 | 0 | -15 | -3 | -2 | -2 | 9 | 4 | -17 | -21
COc1ccccc1N(CC(=O)N1CCCCCC1)S(C)(=O)=O | 10 | -0.5 | 2 | 8 | -10 | 1 | 2 | 17 | 1 | 8 | 1

Look-ups from the list.
COc1ccccc1N(CC(=O)N1CCCCCC1)S(C)(=O)=O | NCOA3 inh: 17
CCCN(CCC)Cc1cc(=O)oc2cc(OC)c(Cl)cc12 | NR2F2 inh: -5

Further structures
SMILES | ABHD5 PLIN5 PPI | MC4R barr agon | TLR9-MyD88 inh | SRC1 inh | NR2F2 inh | NOD2 RIPK2 PPI | MC4R antagonist | NCOA3 inh | LMP1 NFkB inh | SRC2 inh | LRH-1 inv ag
COc1ccc(C(=O)C(OC(=O)c2ccc(C)c(NC(C)=O)c2)c2ccccc2)cc1 (stereo unspecified) | -4 | 2.5 | -18 | -15 | -1 | 9 | 7 | -6 | -8 | -20 | -9
O=C1O[C@H]([C@@H](O)CO)C(O)=C1O | -6 | 0.1 | -6 | -4 | -1 | -2 | 8 | 3 | -3 | -21 | 4
Cn1nc(C(F)(F)F)c(/C=N/OC(=O)c2ccccc2)c1SCc1ccc(Cl)cc1 | 3 | -1.4 | -11 | 3 | -3 | -1 | -6 | 17 | -2 | -51 | -9
COc1ccc(S(=O)(=O)NCc2csc(C)n2)cc1OC | 0 | -1.6 | -13 | -7 | -1 | -6 | 1 | -11 | nt | -17 | 8
c1ccc(CSc2ncnc3c2ncn3C2CCCCO2)cc1 (stereo unspecified) | -3 | -0.7 | -7 | -130 | -45 | 4 | 6 | -104 | -28 | -32 | -142
Cc1cc(C)c(S(=O)(=O)Nc2ccncc2)cc1C | -2 | -0.6 | 0 | -4 | 8 | 2 | 5 | -20 | 7 | -5 | 6
O=C(Nc1ccc(Cc2ccc(NC(=O)C3CC3)cc2)cc1)C1CC1 | 3 | -0.3 | 6 | -27 | 8 | -9 | 1 | -14 | -12 | 15 | 16
Cn1c(CCc2ccccc2)n[nH]c1=S | -7 | 1.0 | -4 | -23 | -1 | -2 | 2 | 1 | -6 | -13 | -1
NCc1csc(Nc2ncccn2)n1 | -1 | -1.9 | nt | 13 | 4 | 0 | 8 | -12 | nt | 5 | 1
CS(=O)(=O)N(Cc1cccc(CN(C(C(=O)O)c2ccccc2)S(C)(=O)=O)c1)C(C(=O)O)c1ccccc1 (stereo unspecified) | -9 | -1.0 | -4 | 1 | -34 | -9 | -1 | -7 | -2 | 9 | -36
CN1CCN(C(=S)C(=O)Nc2ccccc2)CC1 | 3 | -0.8 | 5 | 1 | -3 | 0 | 4 | 18 | 4 | 2 | 17
COc1ccccc1-c1noc(-c2ccccc2C(=O)Nc2ccccc2)n1 | 0 | 3.5 | 3 | -25 | -18 | 0 | 0 | 16 | -2 | 20 | 11
COC(=O)/C(C#N)=C/c1c(N2CCN(c3ccccc3)CC2)nc2ccccn2c1=O | 12 | -0.5 | 3 | -19 | -14 | 3 | 12 | -38 | -17 | -27 | -56
Clc1cc(Cl)c(Cl)c(Cl)c1Cl | 1 | -2.4 | -2 | -10 | 16 | -1 | 10 | -22 | -1 | -14 | -3
O=C(N/N=C/c1c(F)cccc1Cl)C(=O)N1CCCCCC1 | -1 | 2.7 | 3 | -4 | 2 | -12 | -1 | 2 | 10 | -20 | 13
Cc1ccc2nc(SCC(=O)Nc3cccc(F)c3)nc(=O)n2c1 | -8 | -1.3 | 0 | -20 | -4 | 2 | 0 | 0 | 0 | -40 | -11
S=c1[nH]ccn1Cc1ccccc1 | 3 | 0.0 | 8 | 12 | -11 | -3 | 21 | 13 | -3 | 8 | 23
O=C(Cn1cc(C(=O)c2ccco2)c2ccccc21)NC1CCCC1 | -3 | -1.9 | -6 | -8 | -15 | -9 | -4 | 1 | -13 | -2 | -9
COc1ccc(NC(C)=O)cc1S(=O)(=O)Nc1ccccc1C(=O)NCCc1ccccc1 | 4 | -1.1 | -4 | -76 | -8 | -17 | 13 | -66 | -7 | -35 | -91
Cc1cccc(S(=O)(=O)NC2CCCCCCC2)c1 | -10 | 1.6 | -2 | -6 | 3 | 6 | 2 | 12 | 6 | 0 | -7
CCOC(=O)N1CCN(S(=O)(=O)c2ccc(C(=O)Nc3sc4c(c3C#N)CC(C)(C)NC4(C)C)cc2)CC1 | -5 | 1.5 | -1 | -2 | 10 | -5 | 5 | -6 | 10 | 10 | 5
CCOc1ccc(-c2nnc(NC(=O)c3ccc(OCC(C)C)c(OC)c3)o2)cc1 | 2 | -0.5 | -5 | -8 | -9 | 4 | 13 | -32 | 8 | -23 | -5
C#CCOc1nc(C)cc(C)c1S(=O)(=O)c1ccccc1C | 0 | -1.6 | 9 | -9 | 6 | 3 | 7 | -10 | -1 | 13 | -17
COc1ccc(C(C)=O)cc1COC(=O)c1ccc2c(c1)OCO2 | 0 | -0.7 | -4 | -6 | -12 | -5 | -8 | 3 | -21 | 7 | 9
CCOC(=O)c1ccc(NC(=O)N2CCN(Cc3cccc(F)c3)CC2)cc1 | -3 | -0.9 | 2 | 6 | nt | 2 | 4 | 14 | -3 | nt | -24
COc1ccc(-c2cccc(C(=O)Nc3ccccc3C)c2)cc1 | 0 | 1.6 | -8 | 4 | 9 | 0 | -1 | 2 | 3 | -25 | 2
Cc1cc(C)c2oc(-c3cccc(NC(=O)c4ccc(F)cc4)c3)nc2c1 | -2 | 2.6 | -3 | 2 | 1 | -8 | -8 | -2 | 4 | -11 | -2
CCCC(=O)N1CCN(c2ccc(NC(=O)c3ccc(N4CCCC4)c([N+](=O)[O-])c3)cc2Cl)CC1 | -2 | -1.6 | -3 | -1 | -1 | -1 | -7 | 8 | 11 | 17 | 0
Cc1sc(NC(=O)CSc2nnc(-c3ccccc3)o2)c(C#N)c1C | 4 | 1.9 | -12 | -14 | -43 | -13 | -1 | -15 | -41 | -16 | -60
Cc1cc(C)n(C(=O)CNC(=O)C2COc3ccccc3O2)n1 (stereo unspecified) | -4 | -2.3 | 1 | 4 | 4 | -7 | 2 | 8 | 2 | -13 | -4
CCN1CCN(C(=O)CSCc2nc(-c3ccc(OC)c(OC)c3)oc2C)CC1 | -3 | -1.9 | 1 | -2 | -4 | -8 | 7 | 3 | 3 | -8 | 16
CN1C(=O)c2ccc(C(=O)NC3CCCCC3)cc2C1=O | -1 | 3.2 | -4 | 3 | 1 | 3 | 6 | 8 | 1 | -13 | 6
Cc1ccc(NC(=O)C(C)OC(=O)c2ccc(NC(=O)CC#N)cc2)cc1S(=O)(=O)N1CCOCC1 (stereo unspecified) | 5 | -4.5 | 3 | -42 | 18 | -4 | 2 | -11 | -9 | -11 | 4
CC(=O)Nc1ccc(SCC(=O)c2c(N)n(Cc3ccccc3)c(=O)n(C)c2=O)cc1 | -4 | 1.9 | 0 | -1 | 8 | -2 | 4 | -4 | 3 | -2 | 7
C=CCNC(=O)COC(=O)C1CCN(S(=O)(=O)c2ccc3c(c2)OCCO3)CC1 | 3 | -0.5 | -10 | -3 | -1 | -20 | 10 | 9 | -1 | -27 | -20
O=C(COc1ccc(Br)cc1)N1CCc2ccccc21 | 0 | -3.0 | -5 | -167 | -24 | 3 | 0 | -43 | -23 | -31 | -74
COc1ccc(N(CC2CO2)S(=O)(=O)c2ccccc2)cc1 (stereo unspecified) | 8 | 1.4 | 12 | 0 | 8 | -3 | -9 | 6 | -2 | 10 | 1
CN(CC(=O)Nc1cccc(F)c1)C(=O)C1CCC(C(=O)N(C)CC(=O)Nc2cccc(F)c2)CC1 (stereo unspecified) | -2 | -0.5 | -4 | -6 | 9 | -4 | 7 | 9 | 8 | 6 | -28
Cc1ccc(C2=NN(C(=O)CN3C(=O)c4ccccc4S3(=O)=O)C(c3ccco3)C2)cc1 (stereo unspecified) | 4 | -2.4 | 5 | -1 | 8 | -3 | -2 | 10 | -4 | -27 | 8
CCNC(=O)c1c(O)c2cccc3c2n(c1=O)CC3 | 3 | -1.4 | -16 | -21 | -12 | -4 | 0 | -24 | -11 | -23 | 0

Screening results from PubChem BioAssay.
